ERp5 inh – inhibitors of human ERp5. ERp5 insulin aggregation, absorbance 650 nm, 90 min. inhibition, % at 9.99 µM. Q15084. 0.05% of 350,000 active;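 active = mean replicate inhibition above about 25%, with every replicate also reaching it, limit read from the data, passing the limit was not always enough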
Target sequence (Q15084 whole entry, looked up): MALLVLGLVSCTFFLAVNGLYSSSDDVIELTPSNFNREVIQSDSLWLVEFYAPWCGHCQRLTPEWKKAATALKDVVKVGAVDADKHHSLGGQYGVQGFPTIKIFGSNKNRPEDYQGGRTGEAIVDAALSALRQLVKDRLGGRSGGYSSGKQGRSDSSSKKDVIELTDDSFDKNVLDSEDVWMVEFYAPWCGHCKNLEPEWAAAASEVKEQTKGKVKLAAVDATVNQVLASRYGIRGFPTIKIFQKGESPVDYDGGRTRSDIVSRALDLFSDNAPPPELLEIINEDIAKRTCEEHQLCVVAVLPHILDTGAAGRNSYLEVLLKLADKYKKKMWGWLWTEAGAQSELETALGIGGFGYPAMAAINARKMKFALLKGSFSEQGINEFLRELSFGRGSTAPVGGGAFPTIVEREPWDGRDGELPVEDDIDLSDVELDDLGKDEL
ARNT TACC3 PPI – disruptors of human ARNT/TACC3 interaction | AlphaScreen His-ARNT PAS-B/GST-TACC3 binding, luminescence; TACC3 fragment carries E629A point mutation | Q9Y6A5 | 0.66% of 390,000 active | inhibition, % at 9.99 µM | AID 623870;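 active = mean inhibition of replicates at least 50% and at least half of replicates each reaching 50%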;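 note: 0% = complete ARNT plus TACC3 wells and 100% = ARNT alone without TACC3; many hits fall short of the cut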
C2C12 statin – suppressors of simvastatin-induced myotoxicity in C2C12 myotubes. 0.78% of 330,000 active. AID 602340. ATP luminescence, 48 h; scaled: DMSO 0, geranylgeraniol control 100. rescue of ATP level, % at 7.49 µM;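 active = mean ATP rescue above about 67%, or every replicate alone reaching that limit, limit read from the data, passing the limit was not always enough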;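 note: myotubes were challenged with 10 µM simvastatin during compound exposure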
miR122 inh – blocks miR-122 activity in Huh7 sensor cells; Huh7 miR-122 Renilla luciferase sensor, 48 h; neutral wells = 0, positive control = 100; activation (reporter increase), % at 12.5 µM; 0.3% of 340,000 active; AID 602342;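 active = mean replicate activation score at least 90 and every replicate individually at or above 90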;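 note: higher luciferase means less miR-122 activity so hits act as miR-122 inhibitors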
Cneo AK release – causes C. neoformans cell lysis; lysis activity, % at 15 µM; 0.2% of 360,000 active; adenylate kinase release luminescence, 4 h; normalised: neutral wells 0, clomiphene wells 100;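 active = mean lysis activity across replicates of at least 80%, whatever share of replicates individually reach that level; inactive = mean lysis activity below 80%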
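Material: C. neoformans cells; Schedule: 4 h static compound exposure, 37 °C, read 1 h post-reagent; Measured by: adenylate kinase release luminescence; Read-out: signal increase indicating cell lysis; Controls: Clomiphene as positive lysis control.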
SIRT5 block – inhibitors of human sirtuin-5 desuccinylase. Q9NXA8. 1.1% of 330,000 active. inhibition, % at 15 µM. Purified SirT5, succinyl-peptide AMC, trypsin-coupled fluorescence; in the data active = inhibition above about 15%
Target sequence (Q9NXA8 whole entry, looked up): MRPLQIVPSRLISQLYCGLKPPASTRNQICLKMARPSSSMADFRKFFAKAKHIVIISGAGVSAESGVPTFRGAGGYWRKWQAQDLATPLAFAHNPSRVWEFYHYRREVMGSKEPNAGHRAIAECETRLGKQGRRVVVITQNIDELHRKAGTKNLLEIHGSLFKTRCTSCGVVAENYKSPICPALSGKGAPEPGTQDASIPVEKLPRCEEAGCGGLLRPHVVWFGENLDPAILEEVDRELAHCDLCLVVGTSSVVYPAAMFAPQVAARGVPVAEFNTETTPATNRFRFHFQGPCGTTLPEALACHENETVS
esBAF inh – blocks esBAF chromatin remodeling in mouse ES cells | Bmi1-luciferase knock-in reporter, 24 h; 100% = twice the neutral-well signal | reporter increase, % at 12.5 µM | 2% of 350,000 active; in the data active = activation above about 40%;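 note: 0% = median of the plate's neutral control wells and 100% = double that signal; a rise in the Bmi1 reporter signal indicates esBAF inhibition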
Numbers without * were called inactive; & = joins results of further samples; [ ] = remark or other dose. This is a random part of the collection. About 4% of those tested had a hit in this group.

For COc1ccc(NC(=O)N(C)C[C@@H]2Oc3ccc(NC(=O)Nc4ccc(C(F)(F)F)cc4)cc3C(=O)N([C@@H](C)CO)C[C@@H]2C)cc1 the results were ARNT TACC3 PPI 0, C2C12 statin 27, miR122 inh -8[16.7 µM], Cneo AK release -2 and esBAF inh -1.
C=CCn1c(SC/C=C/c2ccccc2)nnc1-c1sc(N)nc1C was read as ARNT TACC3 PPI -14, C2C12 statin 20, miR122 inh 2, Cneo AK release 2 and esBAF inh -6.
`CCCN1CCC(=O)N([C@H](COc2ccccc2)CC(C)C)CC1` gave ERp5 inh -1, ARNT TACC3 PPI 1, C2C12 statin -11, miR122 inh 0, Cneo AK release 0 and esBAF inh -9.
CCN1/C(=C\C(=S)Nc2ccccc2)Sc2ccccc21 was read as ERp5 inh -3, ARNT TACC3 PPI 2, C2C12 statin -29, miR122 inh 3, Cneo AK release 4, SIRT5 block 1 and esBAF inh -7.
CC(=O)N(/N=C/c1ccc(C)cc1)c1nc(CCl)cs1 was read as ERp5 inh -2, ARNT TACC3 PPI -7, C2C12 statin 11, miR122 inh -1, Cneo AK release -1, SIRT5 block -2 and esBAF inh -5.
`CCOC(=O)c1sc(NC(=O)CN2C(=O)NC3(CC(C)CC(C)(C)C3)C2=O)cc1C` (stereo unspecified) gave ERp5 inh -2, ARNT TACC3 PPI 5, C2C12 statin -45, miR122 inh 7, SIRT5 block 4 and esBAF inh -32.
For C=C1C(=O)N(C)CCC1C(CC)C(=O)OC (stereo unspecified) the results were ERp5 inh 0, C2C12 statin 6, miR122 inh -2, Cneo AK release -1, SIRT5 block 0 and esBAF inh -5.
For CC1CCC(NC(=O)CN2C(=O)NC3(CCCCC3C)C2=O)CC1 (stereo unspecified) the results were ERp5 inh -7, C2C12 statin 0, SIRT5 block 9 and esBAF inh -2.
C[C@H](CO)N1C[C@H](C)[C@@H](CN(C)Cc2ccc(Oc3ccccc3)cc2)Oc2ccc(NC(=O)Nc3ccc4c(c3)OCO4)cc2C1=O was read as ERp5 inh -5, ARNT TACC3 PPI 3, miR122 inh -1[16.7 µM], Cneo AK release 101*, SIRT5 block 3 and esBAF inh 0.
For O=C(C[C@H]1CC[C@H]2[C@@H](COC[C@H](O)CN2C(=O)Nc2ccccc2)O1)NCCCN1CCOCC1 the results were ERp5 inh 2, ARNT TACC3 PPI -4, C2C12 statin -11, miR122 inh -3[16.7 µM], Cneo AK release 2, SIRT5 block 2 and esBAF inh 1.
`O=C(O)CCC(C(=O)O)N1C(=O)C2C3CCC(C3)C2C1=O` (stereo unspecified) gave ERp5 inh -1, C2C12 statin 6, miR122 inh -3, Cneo AK release 0, SIRT5 block -4 and esBAF inh -5.
For CC1CCC(NC(=O)c2cccc(S(=O)(=O)N3CCN(c4ccccc4)CC3)c2)CC1 (stereo unspecified) the results were ERp5 inh -1, ARNT TACC3 PPI 4, C2C12 statin -8, miR122 inh -8, SIRT5 block -1 and esBAF inh -3.
O=C(O)c1ccc2c(c1)S(=O)(=O)c1ccccc1C2=O was read as ARNT TACC3 PPI -1, C2C12 statin -6, Cneo AK release 1 and esBAF inh -5.
For COCCn1c(-c2ccsc2)nc2c1c(=O)[nH]c(=O)n2CC(C)C the results were ARNT TACC3 PPI -2, C2C12 statin 12, miR122 inh -4, Cneo AK release 0 and esBAF inh -12.
`Cc1ccccc1OC/C(O)=C(\C#N)c1nc2ccccc2[nH]1` gave ERp5 inh -3, ARNT TACC3 PPI 2, C2C12 statin 6, miR122 inh 9, Cneo AK release -4 and esBAF inh 0.
`CCCCN(CC)CCNC(=O)C1CCCN(S(=O)(=O)c2cccc3nsnc23)C1` (stereo unspecified) gave ERp5 inh -1, ARNT TACC3 PPI 1, C2C12 statin 2, miR122 inh 1, Cneo AK release 0, SIRT5 block 2 and esBAF inh 4.
Cc1cc(Cl)ccc1-c1nc(NCc2ccccc2)nc2ccsc12 was read as ERp5 inh -1, C2C12 statin 0, miR122 inh 0, Cneo AK release -1, SIRT5 block -4 and esBAF inh 19.
Screening CC(C)NC(=O)N(C)C[C@@H]1Oc2c(NC(=O)c3ccc(-c4nccs4)cc3)cccc2C(=O)N([C@@H](C)CO)C[C@H]1C returned ERp5 inh 2, miR122 inh -1[16.7 µM], Cneo AK release -2, SIRT5 block 2 and esBAF inh -2.
CCc1c(C)nc2ncnn2c1N1CCCC(C(=O)NCc2cccs2)C1 (stereo unspecified) was read as ERp5 inh 8, ARNT TACC3 PPI -2 and SIRT5 block 1.
Screening Cc1ccc(OCc2nnc(NC(=O)c3ccco3)s2)cc1 returned ARNT TACC3 PPI -2, miR122 inh -4 and Cneo AK release 1.
Screening O=C(Nc1ccc2oc(=O)ccc2c1)c1ccccc1[N+](=O)[O-] returned ERp5 inh 8, ARNT TACC3 PPI -2, miR122 inh -21 and SIRT5 block 1.
Screening O=C(O)c1ccccc1NC(=O)C1CCCO1 (stereo unspecified) returned ARNT TACC3 PPI 15, C2C12 statin 18, miR122 inh -3, Cneo AK release 1 and esBAF inh 6.
Screening COC(=O)C1=C(C)N(CC2CC2)C(=NCc2cccc(C(F)(F)F)c2)N[C@H]1c1ccccc1 returned ARNT TACC3 PPI -1, C2C12 statin -23, miR122 inh 3, Cneo AK release 1 and esBAF inh 2.
For COc1cccc2c(=O)c3c(cnn3C)n(C)c12 the results were ARNT TACC3 PPI -13, C2C12 statin 15, miR122 inh -2, Cneo AK release -5 and esBAF inh 0.
For C[C@@H]1CCCCO[C@@H](CN(C)C(=O)Nc2ccc(F)cc2)[C@@H](C)CN([C@H](C)CO)C(=O)c2cc(NC(=O)Nc3ccc4c(c3)OCO4)ccc2O1 the results were ERp5 inh -4&3, ARNT TACC3 PPI -14, C2C12 statin -12, miR122 inh 11[16.7 µM], Cneo AK release 6, SIRT5 block 0&-3 and esBAF inh 5.
For CN1CCC2(CC1)N=C(c1ccc(F)cc1)C(=S)N2C(=O)c1ccccc1 the results were ERp5 inh -1, ARNT TACC3 PPI -7 and SIRT5 block -2.
CC1CCCCN1C(=O)Cn1cc(C#N)c2ccccc21 (stereo unspecified) was read as ARNT TACC3 PPI 1, C2C12 statin 7, miR122 inh 15, Cneo AK release 2 and esBAF inh -6.
For Clc1cccc(Cc2c(-c3ccccc3)nc3ccc(Cl)cn23)c1 the results were ERp5 inh 2, C2C12 statin 10, miR122 inh -1, Cneo AK release 2, SIRT5 block -2 and esBAF inh 16.
c1coc(C2Nc3ccccc3-c3nc4ccccc4n32)c1 (stereo unspecified) was read as ERp5 inh -91, ARNT TACC3 PPI 0, C2C12 statin 9, miR122 inh -4, Cneo AK release -2, SIRT5 block -8 and esBAF inh 46*.
c1ccc(-n2cc(CN3CCC(N4CCOCC4)CC3)c(-c3ccc4c(c3)OCO4)n2)cc1 was read as ERp5 inh 1, ARNT TACC3 PPI 18, C2C12 statin -7, miR122 inh -11, Cneo AK release -1, SIRT5 block -4 and esBAF inh -5.

Random excerpt: two records from the list.
c1coc(C2Nc3ccccc3-c3nc4ccccc4n32)c1 (stereo unspecified) was read as ERp5 inh -91, ARNT TACC3 PPI 0, C2C12 statin 9, miR122 inh -4, Cneo AK release -2, SIRT5 block -8 and esBAF inh 46*.
Screening CC(C)NC(=O)N(C)C[C@@H]1Oc2c(NC(=O)c3ccc(-c4nccs4)cc3)cccc2C(=O)N([C@@H](C)CO)C[C@H]1C returned ERp5 inh 2, miR122 inh -1[16.7 µM], Cneo AK release -2, SIRT5 block 2 and esBAF inh -2.

Compounds from the list above with an NH in an aromatic ring, in the order listed:
For COCCn1c(-c2ccsc2)nc2c1c(=O)[nH]c(=O)n2CC(C)C the results were ARNT TACC3 PPI -2, C2C12 statin 12, miR122 inh -4, Cneo AK release 0 and esBAF inh -12.
`Cc1ccccc1OC/C(O)=C(\C#N)c1nc2ccccc2[nH]1` gave ERp5 inh -3, ARNT TACC3 PPI 2, C2C12 statin 6, miR122 inh 9, Cneo AK release -4 and esBAF inh 0.

Next records
For COc1cccc(C2/C(=C(/O)c3ccc4c(c3)CC(C)O4)C(=O)C(=O)N2CCCn2ccnc2)c1 (stereo unspecified) the results were ERp5 inh 4, ARNT TACC3 PPI 10, C2C12 statin -1, miR122 inh -4, Cneo AK release -1, SIRT5 block 1 and esBAF inh 1.
Screening CC1CCCC(NC(=O)CCS(=O)(=O)c2ccc3c(c2)NC(=O)CS3)C1C (stereo unspecified) returned ERp5 inh -2, ARNT TACC3 PPI -4, C2C12 statin -4, miR122 inh 4, Cneo AK release 2, SIRT5 block 2 and esBAF inh 7.
Screening O=C(NC[C@@H]1[C@@H](c2ccccc2)[C@H](CO)N1C(=O)Cc1ccncc1)C1CCC1 returned ERp5 inh -4, ARNT TACC3 PPI -9, C2C12 statin -10, miR122 inh 33[16.7 µM], Cneo AK release 47, SIRT5 block 2 and esBAF inh 1.
O=C(CSc1nnc(CNC(=O)c2ccccc2)o1)NCCc1ccccc1 was read as ERp5 inh 0, ARNT TACC3 PPI -8, C2C12 statin 5, miR122 inh 8, Cneo AK release 3, SIRT5 block -9 and esBAF inh -5.
`Fc1cccc2sc(N3CCOCC3)nc12` gave ARNT TACC3 PPI -3, C2C12 statin -3, miR122 inh 8, Cneo AK release -2 and esBAF inh 18.
For CC1CCN(c2ccc(C(=O)N3CCOCC3)cc2[N+](=O)[O-])CC1 the results were ARNT TACC3 PPI -3, C2C12 statin 17, miR122 inh -2 and Cneo AK release 0.
For CO[C@H]1CN(C)C(=O)c2cc(NC(C)=O)ccc2OC[C@H](C)N(CC2CCCCC2)C[C@@H]1C the results were ARNT TACC3 PPI -6, C2C12 statin 5, miR122 inh -2[16.7 µM], Cneo AK release 0 and esBAF inh 3.
For CCN(CC)S(=O)(=O)c1cccc(NC(=O)COC(=O)c2cncc(Br)c2)c1 the results were ERp5 inh 4, ARNT TACC3 PPI -7, C2C12 statin 2, miR122 inh -16, Cneo AK release 0 and SIRT5 block 0.
`CC(=O)N(C)C[C@@H]1Oc2ncc(-c3ccc(C)cc3)cc2C(=O)N([C@@H](C)CO)C[C@@H]1C` gave ERp5 inh 3, ARNT TACC3 PPI 2, C2C12 statin -2, miR122 inh 15[16.7 µM], Cneo AK release -1, SIRT5 block 11 and esBAF inh -1.
`C[C@H](CO)N1C[C@H](C)[C@H](CN(C)CC2CC2)Oc2ccc(NS(C)(=O)=O)cc2C1=O` gave ERp5 inh 1, C2C12 statin 7, miR122 inh -2[16.7 µM], Cneo AK release -3 and esBAF inh 2.
`O=C(CCc1nnc(-c2ccccc2)o1)NCc1cc(F)ccc1F` gave ERp5 inh -6, ARNT TACC3 PPI 2 and SIRT5 block -3.
C=CCn1c(O)c(C2=c3ccccc3=NC2=O)s/c1=N/c1nccs1 was read as ERp5 inh -3, ARNT TACC3 PPI -3, C2C12 statin -5, miR122 inh 4, Cneo AK release -3 and esBAF inh -1.

By substructure, the entries above with a cyano group
`Cc1ccccc1OC/C(O)=C(\C#N)c1nc2ccccc2[nH]1` gave ERp5 inh -3, ARNT TACC3 PPI 2, C2C12 statin 6, miR122 inh 9, Cneo AK release -4 and esBAF inh 0.
CC1CCCCN1C(=O)Cn1cc(C#N)c2ccccc21 (stereo unspecified) was read as ARNT TACC3 PPI 1, C2C12 statin 7, miR122 inh 15, Cneo AK release 2 and esBAF inh -6.

Screening results (PubChem BioAssay)
